# GSIS activator: GLuc luminescence reporter in INS-1E cells, primary screen for activators of glucose-dependent secretion of insulin. INS-1E GLuc reporter insulin secretion, 2-3 h. activation, % at 16.6 µM. 370,000 tested, 0.61% active. AID 743287;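 active = lowest replicate activation of at least 40%, so every replicate reaches that level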;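 also: 0% = median of neutral control wells and 100% = median of IBMX positive control wells; some compounds called inactive have numbers as strong as hits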
# ARNT-TACC3 inh: disruptors of human ARNT/TACC3 interaction | AID 623870 | Q9Y6A5 | inhibition, % at 9.99 µM | AlphaScreen His-ARNT PAS-B/GST-TACC3 binding, luminescence; TACC3 fragment carries E629A point mutation | 390,000 tested, 0.66% active;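 active = mean inhibition of replicates at least 50% and at least half of replicates each reaching 50%; inconclusive = half or more replicates reach 50% but mean below 50%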;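 also: 0% = complete ARNT plus TACC3 wells and 100% = ARNT alone without TACC3; many hits fall short of the cut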
# XiGFP reactiv: activators of X-chromosome reactivation in mouse fibroblasts; XiGFP mouse fibroblasts, % GFP-positive cells imaging, 3 d; cells co-treated with 5-aza-dC sensitizer; scaled so ellipticine positive control = 100%; activation, % at 7.58 µM; 360,000 tested, 0.055% active;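 active = mean normalized replicate activation at least 10% and every replicate at or above 10%; inconclusive = only one of the two criteria met; inactive = mean below 10% and not all replicates reach 10%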;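 also: 0% = median of on-plate neutral control wells and 100% = ellipticine 6 µM median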
#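 assay system = SV40-immortalized XiGFP fibroblast cells, line 68-5-11 | buffer or medium = DMEM plus 5-aza-dC sensitizer | doses = single-point pinned compound dosing | times = 3-day compound exposure, then 15 min fixation at room temperature | benchmarks = positive control ellipticine, 6 µM final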
# EWS-Fli block: EWS/Fli transcriptional activity inhibition | A673 NR0B1-luciferase reporter, viability-normalised | inhibition, % at 12.6 µM | 350,000 tested, 0.67% active;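 active = mean inhibition of at least 50% after viability correction, with every replicate also passing that limit; inconclusive = mean reaches 50% but only one of two replicates passes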;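 also: firefly luciferase signal divided by Alamar Blue viability fluorescence both relative to DMSO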
# ERp5 block: ERp5 (human) disulfide isomerase inhibition; Q15084; ERp5 insulin aggregation, absorbance 650 nm, 90 min; inhibition, % at 9.99 µM; 350,000 tested, 0.05% active; AID 651711;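 active = mean replicate inhibition above about 25%, with every replicate also reaching it, limit read from the data, passing the limit was not always enough; inconclusive = only one of those two criteria met; inactive = neither criterion met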
# Target sequence (Q15084 whole entry, looked up): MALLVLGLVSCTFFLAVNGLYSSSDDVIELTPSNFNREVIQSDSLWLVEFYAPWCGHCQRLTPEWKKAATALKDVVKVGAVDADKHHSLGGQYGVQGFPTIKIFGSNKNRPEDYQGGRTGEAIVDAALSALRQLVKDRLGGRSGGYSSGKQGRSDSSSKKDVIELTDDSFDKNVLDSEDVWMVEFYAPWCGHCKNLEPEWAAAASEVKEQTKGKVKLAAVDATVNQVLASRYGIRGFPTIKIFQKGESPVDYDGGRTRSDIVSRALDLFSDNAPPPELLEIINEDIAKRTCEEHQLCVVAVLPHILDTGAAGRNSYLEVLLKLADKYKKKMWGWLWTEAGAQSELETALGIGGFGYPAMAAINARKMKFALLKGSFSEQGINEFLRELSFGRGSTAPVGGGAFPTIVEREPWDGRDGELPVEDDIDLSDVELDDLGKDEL
# F508del corr: CFTR F508del correction in bronchial cells; activity (quench increase), % at 7.58 µM; CFBE cells, YFP halide quenching; stimulated with forskolin plus potentiator P3; % fluorescence drop versus neutral controls; 350,000 tested, 0.36% active;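 active = mean added fluorescence quench of at least 8% versus neutral control, with both replicates also reaching 8%; inconclusive = only one of the mean or replicate conditions met; inactive = mean below 8% and not both replicates reaching 8%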;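 also: cells transiently co-express mutant CFTR-F508del with the halide-sensitive YFP; corrector assay measuring rescue of mutant channel to the surface after 24 h compound exposure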
# PAX8 inh HTS: PAX8 transcriptional activity inhibition. RMG-I TPO-luciferase reporter, SteadyGlo, 24 h. inhibition, % at 12.6 µM. 360,000 tested, 1.2% active. AID 652154;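 active = mean replicate inhibition at least 60% with every replicate also reaching 60%; inconclusive = only one of the two criteria is met; inactive = mean below 60% and not all replicates reaching 60%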;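 also: luciferase light reporting Pax8 driven TPO promoter activity; plate controls were median of neutral control wells for no effect and mitoxantrone controls for full effect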
# DENV2 CPE rescue: DENV2-induced cell death inhibition. DENV2-infected cells, cytopathic effect rescue, plate reader. CPE inhibition, % at 9.99 µM. 350,000 tested, 1.7% active. AID 651640; in the data active = CPE inhibition above about 20%, passing the limit was not always enough; inconclusive = no clear call, values can overlap the other calls; tested in BHK-21 cells;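 also: 0% = median of neutral control wells and 100% = median of positive control wells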
# Starred values were filed as active, the others as inactive; ? = inconclusive; nt = not tested or not shown; & = joins results of further samples.
Molecule	GSIS activator	ARNT-TACC3 inh	XiGFP reactiv	EWS-Fli block	ERp5 block	F508del corr	PAX8 inh HTS	DENV2 CPE rescue
C#CCn1c(=NC(=O)CN2C(=O)CCC2=O)sc2cc(S(N)(=O)=O)ccc21	-10	-8	0.0	nt	nt	nt	-17	nt
Cc1ccccc1C(=O)NCCCNC(=O)c1ccco1	26	-5	0.3	-2	2	-1.4	2	2
O=C(c1ccccc1[N+](=O)[O-])N1CCN(Cc2ccc3c(c2)OCO3)CC1	9	-6	0.2	nt	nt	nt	33	nt
CCCn1c(C)cc(/C=C(\C#N)C(=O)OCC(=O)N(C)c2c(N)n(Cc3ccccc3)c(=O)[nH]c2=O)c1C	-28	-5	-0.1	-6	-3	1.2	-14	5
Cc1cc(C(=O)Nc2ccc(Br)cc2)cs1	23	-5	0.2	-163	0	-1.7	-192	8
C=CCNC(=O)CSc1nnc(-c2cccc(S(=O)(=O)N3CCOCC3)c2)o1	-1	nt	-0.1	4	-1	-2.7	15	-2
Cc1cccc(S(=O)(=O)N2CCCCN3[C@H](CO)[C@@H](c4ccc(-c5ccccc5)cc4)[C@@H]3C2)c1	nt	0	nt	-4	-2	1.5	17	1
O=C(NCc1ccncc1)c1cccc(NS(=O)(=O)c2ccc(F)c(F)c2)c1	-15	-6	0.1	9	-2	0.5	-11	41*
O=[N+]([O-])c1cc(C(F)(F)F)ccc1N1CCCNCC1	-1	-6	1.7	14	1	-2.6	3	-8
COc1ccc(OC)c2sc(NC(=O)C3=COCCO3)nc12	nt	5	0.1	-25	-3	-6.6	-17	-8
CC=Cc1ccc2n(c1=O)C[C@H]1[C@H](CO)[C@@H](C(=O)Nc3ccccc3)N(CC3CC3)[C@@H]21 (mixture of isomers)	-4	10	0.6	4	1	-0.6	nt	-1
O=C(CN1C(=O)c2cccc3cccc1c23)NC1CCCC1	3	-3	nt	-20	-5	-2.5	-12	10
O=C(C[C@H]1CC[C@@H]2[C@H](COC[C@@H](O)CN2C(=O)Nc2ccc3c(c2)OCO3)O1)N1CCN(c2ccccc2)CC1	-6	5	0.1	nt	2	-0.1	nt	5
COc1ccccc1N1CCN(C(=O)c2cc3c(=O)n4cccc(C)c4nc3s2)CC1	10	-2	0.2	8	-1	0.8	42	2
CN(Cc1ccon1)C(=O)CC1C(=O)NCCN1Cc1cccc(F)c1F (stereo not drawn)	5	1	-0.1	-2	-1	-0.2	nt	6

# Additional results follow:
Molecule	GSIS activator	ARNT-TACC3 inh	XiGFP reactiv	EWS-Fli block	ERp5 block	F508del corr	PAX8 inh HTS	DENV2 CPE rescue
COc1ccc(CCC(=O)OCC(=O)NC(=O)c2ccc(Cl)cc2)cc1	nt	-3	0.1	4	-4	2.4	2	-2
CN1C[C@@H]2[C@@H]3C(=O)N(Cc4ccccc4)C(=O)[C@@H]3[C@](C)(C1=O)N2C(=O)c1ccc(Br)cc1	-9	-3	0.0	5	3	-1.7	-1	?
CCc1nc2ccc(C(=O)NCCCN3CCCC3=O)cn2c1N(CC)Cc1cccc(Br)c1	-14	nt	0.0	-2	-2	3.3	-2	19
COc1ccc(N(C(=O)c2ccncc2)S(=O)(=O)c2ccccc2)cc1	19	-24	0.7	nt	-5	1.7	12	-3
CCCN(C)C[C@@H]1Oc2cc(C#CC3CCCC3)ccc2S(=O)(=O)N([C@H](C)CO)C[C@@H]1C	nt	4	nt	-67	3	4.8	14	?
C[C@@H]1CN([C@H](C)CO)C(=O)c2cccc(NC(=O)Nc3ccccc3)c2O[C@@H]1CN(C)S(=O)(=O)c1cccs1	-23	nt	0.1	5	nt	0.4	nt	nt
CCOc1ccc(CCNC(=O)COC(=O)c2cccc(S(=O)(=O)N(C)C)c2)cc1OCC	54	0	-0.1	-1	2	0.6	-16	-2
Cc1ccccc1C1=N/C(=C/c2cccs2)C(=O)O1	-1	6	0.2	1	0	-1.9	15	-7
COc1ccc(N(C)C(=O)c2oc(=O)c3ccccc3c2-c2ccccc2)c(OC)c1	-35	-1	-0.2	-26	-1	0.9	12	-1
Nc1ncnc2c1ncn2[C@@H]1O[C@H](CNCc2ccc(OCc3ccccc3)cc2)[C@@H](O)[C@H]1O	12	1	0.1	-81	4	2.3	-59	-13
Cc1ccc(C)c(S(=O)(=O)N2CCN(C(=O)c3n[nH]c(=O)c4ccccc34)CC2)c1	-13	2	0.2	-1	-4	-1.3	-4	2
COc1ccc(Cc2c(-c3cccc(Cl)c3)nc3ccc(Cl)cn23)c(C)c1	-6	nt	0.0	-82	2	-1.5	-59	6
O=C(CN1CCC(NC(=O)C2CC2)CC1)Nc1cccc(F)c1	20	-7	0.0	-9	2	-0.6	-12	10
CCNC(=O)CSc1nnc(-c2cccc(S(=O)(=O)N3CCOCC3)c2)o1	4	-2	0.0	-2	-4	-0.3	-2	0
CCOc1ccc(-c2cnc3n2CCCCC3)cc1	-6	4	0.2	5	2	3.3	5	-7

# Later entries:
Molecule	GSIS activator	ARNT-TACC3 inh	XiGFP reactiv	EWS-Fli block	ERp5 block	F508del corr	PAX8 inh HTS	DENV2 CPE rescue
C[C@@H]1CN([C@@H](C)CO)C(=O)Cc2cc(NS(=O)(=O)c3ccc(Cl)cc3)ccc2O[C@@H]1CN(C)C(=O)Nc1ccc(F)cc1	-14	1	0.7	10	1	-1.7	-17	-5
COc1ccc(N2CCN(S(=O)(=O)c3c(C)[nH]c(C)c3C(=O)N3CCCC3)CC2)cc1	-1	-2	0.0	nt	1	-1.9	25	6
COc1ccc(-c2cn(Cc3ccc(C(N)=O)cc3)c(-c3ccc(Cl)nc3)n2)cc1	-8	6	0.0	-48	2	-1.7	-96	-2
COc1ccc(NC(=O)CCn2c(=S)[nH]c3ccccc3c2=O)cc1Cl	4	nt	-0.1	0	-3	0.3	-12	-12
CCc1c(C)c2cc(Cl)c(O)c(CN(C)C)c2oc1=O	-11	-6	nt	6	1	3.5	nt	4
COc1ccc(NC(=O)N(C)C[C@H]2Oc3ccc(NC(=O)Nc4ccc(F)cc4)cc3CC(=O)N([C@H](C)CO)C[C@@H]2C)cc1	-5	2	-0.5	-1	15	-1.2	nt	-8
C[C@H]1CN([C@@H](C)CO)C(=O)CCCn2cc(nn2)CO[C@@H]1CN(C)S(=O)(=O)c1cn(C)cn1	6&12	1	-0.4&0.0	-1&-1	-2&1	0.3&0.1	-20&-1	7&14
COc1ccc(C(=O)CC(=O)c2ccccc2O)cc1	2	13	0.2	-89	3	-1.3	-152	-2
CO[C@H]1CN(C)C(=O)c2ccc(NC(C)=O)cc2OC[C@@H](C)N(Cc2cc(F)ccc2F)C[C@H]1C	-7	-2	-0.1	-2	-6	-2.3	nt	0
Cc1cc(C)n(-c2ccc(C(=O)N3CCN(S(=O)(=O)c4cccc(Br)c4)CC3)cc2)n1	-32	15	0.0	18	-9	0.5	23	-3
Cc1cccc(S(=O)(=O)N2CC[C@@H]3[C@H]2c2cc(-c4cccc(C#N)c4)ccc2N(C)[C@H]3CO)c1	-11	7	0.2	10	-1	-1.4	57	5
CN(C)C(=S)Nc1ccc(Br)cc1Cl	-5	1	-0.1	-14	2	1.0	4	0
C[C@H](CO)N1C[C@H](C)[C@@H](CN(C)CC2CCCCC2)Oc2ccc(NC(=O)Nc3ccccc3)cc2CC1=O	-17	13	-0.2	6	-1	-1.2	30	-10
CCCNC(=O)Nc1ccc2c(c1)C(=O)N(C)[C@@H]1CC[C@@H](CC(=O)O)O[C@H]1CO2	-3	-29	0.1	1	nt	1.6	-10	-1
O=C(O)c1ccccc1-c1ccccc1C(=O)Nc1ccc2c(c1)C(=O)c1ccccc1-2	-22	20	0.2	11	-6	-5.5	-11	-2

# Going on with the list:
Molecule	GSIS activator	ARNT-TACC3 inh	XiGFP reactiv	EWS-Fli block	ERp5 block	F508del corr	PAX8 inh HTS	DENV2 CPE rescue
COc1cc(OC)cc(-c2c(C#Cc3ccsc3)c3cc(-c4cc(OC)c(OC)c(OC)c4)ccc3n2C)c1	-5	-3	0.0	6	-5	0.2	16	38*
CC1=CCC2C(=O)N(c3ccc(C(=O)Nc4ccccc4Cl)cc3)C(=O)C2C1 (stereo not drawn)	-9	2	0.0	-2	1	2.0	15	2
Cc1cc(C)n(C(=O)c2ccc(Cl)c(F)c2F)n1	12	-5	-0.1	-2	3	1.4	-7	2
C[C@H]1[C@H](C)CC[C@]2(C)CC[C@]3(C)C(=CC(=O)C4[C@@]5(C)CC[C@H](O)C(C)(C)C5CC[C@]43C)[C@H]12 (stereo partly drawn)	-1	-5	-0.1	-6	1	2.6	-15	9
CN(Cc1cccnc1)C(=O)c1cc(S(=O)(=O)Nc2ccccc2F)ccc1Cl	5	4	0.0	3	0	2.5	-2	-1
O=C1/C(=C\c2ccc(C(F)(F)F)cc2)CSc2sccc21	-33	-6	-0.1	-15	0	2.2	-8	-5
CCCNC(=O)N[C@@H]1CC[C@@H](CC(=O)NC2CCC2)O[C@H]1CO	0	nt	0.0	10	nt	2.2	8	nt
Cc1cccc(S(=O)(=O)N2CCCCN3[C@H](CO)[C@H](c4ccc(C#C[C@@H](C)O)cc4)[C@@H]3C2)c1	9	-2	0.2	4	2	2.4	8	-3
COC(=O)C(CC(=O)c1ccc(Br)cc1)n1nc(C)cc1C (stereo not drawn)	4	0	0.1	4	-6	-11	10	1
O=C(C[C@@H]1C[C@H]2c3cc(NC(=O)Nc4ccccc4)ccc3O[C@H]2[C@H](CO)O1)NCC1CC1	0	2	0.0	-1	-20	2.4	nt	-5
CN(C)CC(=O)Nc1ccc2c(c1)[C@@H]1C[C@H](CC(=O)NCc3ccccc3)O[C@@H](CO)[C@@H]1O2	-1	-5	0.1	4	-5	0.8	-1	-6
CC(NC(=O)c1cccc(S(=O)(=O)N(C)c2ccccc2)c1)c1cccnc1 (stereo not drawn)	-22	3	0.2	8	16	0.0	4	-2
COc1ccccc1C(=O)NCC1(c2ccccc2)CCCC1	-24	-3	0.2	12	2	1.3	14	-6
CCOc1c2ccccc2nn1CCO	3	0	0.6	4	-7	-0.9	-12	-4
CC(C)(C)C(=O)O/N=C(\N)c1ccc(-c2csnn2)cc1	-1	-13	0.2	-118	-3	0.2	-236	0

# Additional records.
Molecule	GSIS activator	ARNT-TACC3 inh	XiGFP reactiv	EWS-Fli block	ERp5 block	F508del corr	PAX8 inh HTS	DENV2 CPE rescue
COc1ccc(-c2[nH]ncc2CNCCc2ncccc2C)cc1F	20	-1	0.0	1	2	nt	-11	-2
O=C(CN1CCN(c2ccccc2O)CC1)Nc1ccc([N+](=O)[O-])cc1Br	5	2	-0.1	6	5	3.1	32	0
C[C@@H]1CN([C@@H](C)CO)C(=O)Cc2cc(NC(=O)Cc3cn(C)c4ccccc34)ccc2O[C@@H]1CN(C)C(=O)Nc1ccccc1	14	16	0.0	3	-4	3.5	5	1
O=C(Nc1ccc(F)cc1F)c1c(C(F)(F)F)ccnc1Oc1cccc(C(F)(F)F)c1	nt	-5	0.0	3	-10	0.8	-1	20
O=C(Nc1ccc([N+](=O)[O-])cc1)Nc1ccc2[nH]c(=O)[nH]c2c1	13	4	0.1	7	-7	-1.8	9	-3
COc1ccccc1S(=O)(=O)N(C)C[C@H]1OCc2ccccc2-c2ccccc2C(=O)N([C@H](C)CO)C[C@@H]1C	0	32	0.2	12	2	0.7	3	1
Cc1cccc(C)c1NC(=O)Cn1nc(C)n2cccc2c1=O	9	-6	-0.1	nt	-1	-1.8	9	-2
O=C(Nc1ccnn1C1CCN(Cc2ccccc2OCCO)CC1)c1cccc(F)c1	1	1	0.2	nt	-1	-0.2	6	15
